GSTO1 counter: inhibitors of recombinant GSTO1, primary screen, counter-screen for RBBP9 inhibitor project, biochemical, fluorescence polarization | Glutathione S-transferase omega-1 (Homo sapiens), P78417 | 300,000 compounds, 1.1% hits | AID 1974, 2009 | activity-based probe fluorescence polarization | inhibition, % at 5.96 µM;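 active means inhibition above the campaign mean inhibition plus 3 SD, cut at about 35% in these data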;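 further: 0% = GSTO1-1 with DMSO and 100% = wells lacking GSTO1-1 enzyme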
PAD4 FP inh: human PAD4 inhibitors, primary screen, biochemical, fluorescence polarization, 1536-well format; AID 485272, 2010; Protein-arginine deiminase type-4 (Homo sapiens), Q9UM07; inhibition, % at 6.36 µM; recombinant PAD4, RCA probe fluorescence polarization; 330,000 compounds, 0.41% hits;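 active means percent inhibition above a cutoff equal to the mean of all tested compounds plus 3 SD, cut at about 15% in these data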;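 further: 0% = PAD4 with RCA probe and DMSO and 100% = probe without PAD4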
Target sequence (Q9UM07 whole entry, looked up): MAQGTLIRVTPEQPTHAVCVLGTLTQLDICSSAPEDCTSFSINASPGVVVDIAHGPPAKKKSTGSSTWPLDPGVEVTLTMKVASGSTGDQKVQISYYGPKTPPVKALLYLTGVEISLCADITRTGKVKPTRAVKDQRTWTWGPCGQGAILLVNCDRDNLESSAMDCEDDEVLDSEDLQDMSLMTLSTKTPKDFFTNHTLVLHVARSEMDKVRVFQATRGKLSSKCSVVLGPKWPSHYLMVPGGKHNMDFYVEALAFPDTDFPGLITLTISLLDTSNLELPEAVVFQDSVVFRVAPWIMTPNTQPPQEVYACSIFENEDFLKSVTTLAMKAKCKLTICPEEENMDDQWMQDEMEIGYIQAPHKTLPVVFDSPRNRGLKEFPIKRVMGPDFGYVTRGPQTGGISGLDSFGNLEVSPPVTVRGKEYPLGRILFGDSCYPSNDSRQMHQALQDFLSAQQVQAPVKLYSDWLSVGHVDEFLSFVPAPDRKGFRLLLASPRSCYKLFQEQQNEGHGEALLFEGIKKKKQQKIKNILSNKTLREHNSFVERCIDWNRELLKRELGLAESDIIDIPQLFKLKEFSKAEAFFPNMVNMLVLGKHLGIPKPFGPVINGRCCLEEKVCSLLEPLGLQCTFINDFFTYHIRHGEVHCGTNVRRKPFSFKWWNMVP
PAFAH1B3 FP inh: PAFAH1B3 enzyme inhibitors, primary screen, biochemical, fluorescence polarization, human; Platelet-activating factor acetylhydrolase IB subunit alpha1 (Homo sapiens), Q15102; recombinant PAFAH1B3, FP-rhodamine probe; inhibition, % at 3.39 µM; 340,000 compounds, 0.28% hits; AID 492972, 2010;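 active means inhibition above the screen-wide average of all tested compounds plus 3 SD, cut at about 25% in these data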;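 further: 0% = enzyme with DMSO only and 100% = wells lacking PAFAH1B3 protein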
PAFAH1B2 FP inh: PAFAH1B2 enzyme inhibitors, primary screen, biochemical, fluorescence polarization, human | recombinant PAFAH1B2, FP-rhodamine activity probe | inhibition, % at 3.39 µM | 340,000 compounds, 1.2% hits;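 active means inhibition above the mean of all tested compounds plus 3 SD, cut at about 24% in these data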;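 further: 0% = enzyme with DMSO and 100% = wells lacking PAFAH1B2; many of its hits are not listed in these tables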
LYPLA2 counter: LYPLA2 inhibitors, primary screen, counter-screen for PME1 inhibitor project, biochemical, fluorescence polarization, FP-Rh probe ABPP; Acyl-protein thioesterase 2 (Homo sapiens), O95372; recombinant LYPLA2; inhibition, % at 5.9 µM; 320,000 compounds, 0.38% hits;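 active means inhibition above the screen-wide mean plus 3 SD, limit set per campaign, cut at about 26% in these data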;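 further: 0% = LYPLA2 with DMSO and 100% = wells lacking LYPLA2 enzyme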
PREPL inh: PREPL enzyme inhibitors, primary screen, biochemical, fluorescence polarization; Prolyl endopeptidase-like (Homo sapiens), Q4J6C6; recombinant PREPL, fluorescence polarization activity-based probe; inhibition, % at 5.96 µM; 320,000 compounds, 0.68% hits; AID 2751, 2010; in the data active means inhibition above about 43%;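 further: 0% = enzyme with DMSO and 100% = wells lacking enzyme; many of its hits are not listed in these tables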
LYPLA1 inh: LYPLA1 inhibitors, primary screen, counter-screen for PME1 inhibitor project, biochemical, fluorescence polarization, FP-Rh probe ABPP; 320,000 compounds, 0.16% hits; Acyl-protein thioesterase 1 (Homo sapiens), O75608; inhibition, % at 5.9 µM; recombinant LYPLA1;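 active means inhibition above the mean of all tested compounds plus 3 SD, set per campaign, cut at about 14% in these data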;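 further: inhibitors block serine hydrolase probe labeling of LYPLA1 so polarization falls; 0% = enzyme with DMSO and 100% = wells lacking LYPLA1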
Target sequence (O75608 whole entry, looked up): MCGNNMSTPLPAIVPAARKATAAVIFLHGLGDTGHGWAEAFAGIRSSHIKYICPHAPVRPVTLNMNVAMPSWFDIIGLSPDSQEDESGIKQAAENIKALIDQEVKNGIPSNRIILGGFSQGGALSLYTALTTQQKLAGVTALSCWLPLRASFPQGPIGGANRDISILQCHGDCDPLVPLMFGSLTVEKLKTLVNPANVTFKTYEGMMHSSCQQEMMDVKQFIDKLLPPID
PME-1 primary: PME-1 inhibitors via competitive probe labeling, primary screen, biochemical, fluorescence polarization, FP-Rh probe, HTS | 320,000 compounds, 0.53% hits | inhibition, % at 5.9 µM | recombinant PME-1 | AID 2130, 2009 | Protein phosphatase methylesterase 1 (Homo sapiens), Q9Y570;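 active means inhibition above the campaign mean of all compounds plus 3 SD, cut at about 26% in these data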;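 further: competitive labeling of PME-1 active site by serine hydrolase directed probe; 0% = PME-1 with DMSO and 100% = wells lacking PME-1 enzyme; inhibitors block probe labeling so polarization falls and inhibition rises; many of its hits are not listed in these tables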
pPAFAH FP inh: pPAFAH enzyme inhibitors, primary screen, biochemical, fluorescence polarization, human | Platelet-activating factor acetylhydrolase (Homo sapiens), Q13093 | recombinant pPAFAH, FP-rhodamine probe fluorescence polarization | inhibition, % at 3.39 µM | 330,000 compounds, 1.5% hits;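 active means inhibition above the mean inhibition across the screen plus 3 SD, cut at about 25% in these data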;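 further: inhibitors block binding of the rhodamine activity-based probe so polarization drops; 0% = enzyme with DMSO and 100% = wells lacking pPAFAH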
The depositor's hits bear a star; . = not tested or not shown.

compound,GSTO1 counter,PAD4 FP inh,PAFAH1B3 FP inh,PAFAH1B2 FP inh,LYPLA2 counter,PREPL inh,LYPLA1 inh,PME-1 primary,pPAFAH FP inh
CCOC(=O)C1(Cc2cccc(OC)c2)CCCN(C(=O)c2cc(C)on2)C1 (configuration not stated),5,-1,0,-1,3,4,4,3,4
CC(=O)Nc1ccc2c(c1)ncn2C1CCCCC1,6,2,3,0,4,23,0,3,0
COc1ccccc1NC(=O)c1cc(N2C(=O)C3C4CCC(C4)C3C2=O)ccc1Cl (configuration not stated),-4,-1,4,2,-4,-1,1,4,5
COc1ccccc1C1SCCN1C(=O)c1ccc([N+](=O)[O-])cc1 (configuration not stated),6,-1,3,2,-2,-9,0,-6,-9
CC(=O)c1cccc(NC(=O)CC2S/C(=N/N=C/c3cccs3)NC2=O)c1 (configuration not stated),-5,-3,6,0,-3,-1,-3,-6,8
C=CCNC(=S)NNC(=O)C(CCC(C)C)CC(C)O (configuration not stated),-9,-1,10,2,-3,-10,-1,-3,3
Cc1nnc(SCC(=O)NC2CCCC2)s1,11,3,6,3,9,11,2,1,9
CCN(CC(=O)Nc1c(F)cccc1F)C(=O)CCc1nc2sc3c(c2c(=O)[nH]1)CCCC3,14,-2,0,3,-5,24,-2,1,18
COCCCNC(=O)c1nc2c(nnn2Cc2cc(C)ccc2C)c(=O)[nH]1,8,0,-3,-7,4,6,-1,3,-1
O=C(CSc1ncnc2ccccc12)c1ccco1,12,2,1,-4,7,0,-2,-1,5
Oc1ccc(N2CCN(c3ccnc4cc(Cl)ccc34)CC2)cc1,18,-2,5,11,9,14,1,-1,21
Cc1cccc(N2CCCn3c2nc2c3c(=O)[nH]c(=O)n2C)c1,1,-1,0,1,7,12,3,0,7
CS(=O)(=O)N1CCCC(C(=O)Nc2ccccc2)C1 (configuration not stated),0,2,11,-6,0,1,3,-3,5
N#CCCN(C(=O)COC(=O)CCc1c[nH]c2ccccc12)c1ccc(F)cc1,3,-4,1,7,7,29,5,-2,5
CN(CCO)C(=O)c1c(NC(=O)c2ccccc2)sc2c1CCCC2,3,-3,16,0,-18,-6,-3,-6,-6
COc1ccc(CNC(=O)CSc2nc3c(oc4ccccc43)c(=O)n2CC2CCCO2)cc1 (configuration not stated),-14,-7,2,4,-1,2,-2,2,4
Cc1cc(N2C(=O)c3ccc(C(=O)Nc4ccc(CC(=O)O)cc4)cc3C2=O)no1,-7,-4,-6,0,1,5,1,2,-2
O=C(CNS(=O)(=O)c1ccccc1)N/N=C/c1ccccc1[N+](=O)[O-],2,2,10,3,10,-10,2,2,1
COc1ccc(C2=NN(C(=O)CN3CCCCC3)C(c3ccc(OC)cc3)C2)cc1 (configuration not stated),2,-2,10,5,4,3,4,2,6
CCn1nnnc1NCc1c(OC)ccc2ccccc12,-2,0,6,3,-3,-5,2,10,4
COc1ccc(NS(=O)(=O)c2ccc(NC(=S)NC(=O)/C=C/c3ccc(C)cc3)cc2)nn1,-3,0,3,4,-7,-6,-4,-9,-7
COc1cccc(NC(=O)CNC(=O)c2ccc(C)o2)c1,1,-1,10,2,0,-7,-3,1,1
CC1CCN(CC(=O)Nc2ccc(C(=O)N3CCCCC3)cc2)CC1,3,1,6,-2,2,5,1,4,3
N#CCCCSC1=C(C#N)C(c2ccccc2Cl)CC(=O)N1 (configuration not stated),2,4,2,-1,1,-3,0,6,-3
COc1ccc(Nc2ccnc(Nc3ccc(OC)cc3)n2)cc1,-1,2,4,4,-5,17,0,7,17
S=c1[nH]ccn1-c1c(Cl)cccc1Cl,-2,-1,7,6,-1,0,0,0,1
CN(C)c1cc2c(cc1NS(=O)(=O)c1ccccc1)n(C)c(=O)n2C,-2,-1,-2,8,0,-4,0,2,-3
Cc1cccc(CNC(=O)C2CCC(=O)N(C3CCCCCC3)C2)c1 (configuration not stated),4,-5,4,2,-1,11,1,-7,-2
CN(C)c1cc(NC(=O)CN2CCCC2)c2ccccc2n1,-1,6,10,4,-3,15,-4,2,3
COc1cc2c(cc1NC(=O)COc1ccccc1OC)oc1ccccc12,3,-8,3,3,-4,9,-2,-8,-7
C=CC[C@@H](Cc1ccc(F)cc1)C(=O)OC[C@@H]1CCCN1C(=O)[C@@H](CC=C)CC(=O)N(CCO)Cc1ccccc1,.,0,5,2,.,31,.,.,5
Cc1nn(-c2ccccc2)c(Cl)c1/C=N/NC(N)=O,10,-7,5,5,-5,-7,-6,-6,-12
CCN1C(=O)[C@H]2[C@H]3CN=C(SCc4ccccc4)N3[C@@](C)(C(=O)OC)[C@H]2C1=O,.,3,2,0,.,.,.,.,1
COCCNC(=O)c1cc(-c2ccccc2)nn1Cc1cc(C)no1,.,-1,-1,2,.,11,.,.,2
Cc1cccn2c(CN3CCNC(=O)CC3)c(C(=O)N(C)CCc3ccccc3)nc12,6,4,-4,2,-2,-1,1,-9,5
Cc1ccccc1NC(=O)C1CCN(S(=O)(=O)c2ccc3c(c2)NC(=O)C(C)S3)CC1 (configuration not stated),-1,-8,7,2,-8,0,-2,-1,2
CCn1c2ccccc2c2cc(CNCCCN3CCOCC3)ccc21,-2,-4,9,5,-3,12,-2,-4,9
CN1CCC(=O)N([C@H](CSc2ccc(Br)cc2)c2ccccc2)CC1,4,-3,6,3,4,1,1,4,3
CCN(CC)c1cc(C)c2ccccc2n1,-6,2,-4,0,8,17,0,2,-2
Cc1ccc(S(=O)(=O)N2CCN(C(=O)CN3C(=O)c4ccccc4C3=O)CC2)c(C)c1,.,1,8,3,0,-3,-2,19,2
COCCCN1C(=O)c2ccc(C(=O)Nc3ccc(OC)cc3)cc2C1=O,8,4,11,6,13,11,1,-3,-4
O=C(c1ccco1)N1CCN(Cc2nnc(-c3ccccc3F)o2)CC1,4,-4,18,6,0,8,0,-4,-6
NS(=O)(=O)c1ccc(CCNC(=O)c2cc(-c3ccco3)nc3ccccc23)cc1,.,0,-2,-3,4,2,-3,3,5
O=C1NC2(CCCCC2)C(=O)N1c1ccc(Cl)cc1,0,0,6,1,2,-2,1,4,5
COc1ccc(/C=C2\SC(=O)N(CCNC(=O)Cc3coc4cc(C)ccc34)C2=O)cc1OC,-4,1,-2,2,7,-26,-4,-8,11
Cc1ccc2nc(Cl)nc(-c3ccccc3)c2c1,6,-5,3,2,-2,-1,-3,-3,3
COc1ccc(S(=O)(=O)N(C)C[C@H]2Oc3ccc(NC(=O)c4ccncc4)cc3C(=O)N([C@H](C)CO)C[C@@H]2C)cc1,.,-1,6,5,.,4,.,.,0
CC1CCCC(C)N1/N=C/c1ccccc1Br (configuration not stated),-9,-3,-4,-4,0,10,-2,1,2
CC(NC(=O)C(=O)N1CCCCC1)C(c1cccs1)N1CCN(c2ccccc2F)CC1 (configuration not stated),16,1,-1,-1,12,18,1,-3,1
Cc1ccsc1-c1nc(CN2C[C@@H](C)O[C@@H](C)C2)c(C)o1,3,-1,3,-2,3,8,-1,4,3
CC(NCCOc1ccccc1F)C(=O)Nc1ccc(S(N)(=O)=O)cc1 (configuration not stated),-3,-2,8,5,-2,-8,-1,0,3
Cn1c(CSCC(=O)Nc2ccccc2)nnc1SCc1ccccc1,6,1,0,8,5,-1,3,-4,-9
COC(=O)[C@H]1C[C@H](C(=O)O)[C@@H](C)C1(C)C,-3,-4,11,-1,-3,-2,-2,-7,0
COc1cc(C(=O)NC(=S)N2CCCCCC2)cc(OC)c1OC,1,0,3,0,1,0,-1,1,3
COc1ccc2c(c1)C1C=CCC1C(c1cc3c(cc1Br)OCO3)N2 (configuration not stated),6,-3,6,2,9,11,2,5,13
CCOc1ccc(C(C)NC(=O)C2CCCC2)cc1 (configuration not stated),-3,-1,4,3,0,-5,-1,-2,8

(next part)
compound,GSTO1 counter,PAD4 FP inh,PAFAH1B3 FP inh,PAFAH1B2 FP inh,LYPLA2 counter,PREPL inh,LYPLA1 inh,PME-1 primary,pPAFAH FP inh
O=C(COC(=O)CCC1CCCC1)Nc1ccccc1Sc1ccccc1,10,0,9,0,-1,14,-1,9,15
Cc1ccc(CN2CCSc3ccc(C(=O)NCCCN4CCOCC4)cc32)cc1,-3,-4,9,2,8,41,3,-3,4
CCOC(=O)/C(C#N)=C1/SC(CCO)C(=O)N1c1ccccc1 (configuration not stated),-3,-3,3,4,-3,9,-4,-2,5
Cc1cc(-c2cccs2)c2c(n1)sc1c(=O)[nH]c(=O)[nH]c12,11,-4,12,12,1,10,-1,-1,2
COCCCNC(=S)NNC(=O)c1cc(Cl)c(O)c(Cl)c1,-1,0,5,-3,-6,4,3,3,3
Nc1ccc(Nc2nc(-c3cccs3)cs2)cc1,11,-8,3,1,3,18,-1,20,5
COc1ccc(N2CCN(S(=O)(=O)c3ccc4c(c3)NC(=O)C(C)C(=O)N4)CC2)cc1 (configuration not stated),0,0,3,4,-7,13,1,1,-7
COc1ccc(NC(=O)CN(C)Cc2cccs2)cc1Cl,11,3,-1,-2,1,22,4,-1,5
NC1=NC(c2ccc(Cl)cc2)N(c2ccc(S(N)(=O)=O)cc2)C(N)=N1 (configuration not stated),1,6,9,9,-2,9,1,-2,-1
CSc1nc(N(C)CCO)c2sc3nc(-c4ccco4)c4c(c3c2n1)CCC4,-2,0,-1,6,0,22,2,-4,40*
Cn1c(SCC(=O)NC2CCS(=O)(=O)C2)nc2ccccc21 (configuration not stated),.,-4,8,3,.,5,.,.,0
Cc1ccc(S(=O)(=O)NC(=O)N(CCC#N)Cc2ccccc2)cc1,-4,3,3,10,10,5,5,8,13
Cc1ccccc1N1C(=O)C2ON(c3ccccc3)C(c3ccncc3)C2C1=O (configuration not stated),7,-3,0,4,8,-1,1,-2,2
O=c1cn[nH]c2ccccc12,11,-3,-3,6,1,-1,0,0,2
CC1(C)NC(=O)N(CCCCOc2ccc(Cl)cc2C=O)C1=O,0,5,3,3,4,-2,3,2,0
COc1ccc(NC(=O)CN2C(=O)NC(C)(C3CCCCC3)C2=O)c(OC)c1 (configuration not stated),.,2,0,2,5,13,0,0,1
Cc1cc(N/N=C2/CCCc3ccccc32)nc2ccccc12,3,-2,4,1,-2,3,1,7,3
CC1(c2nnc(-c3cccc(Cl)c3)o2)CC(c2cccc([N+](=O)[O-])c2)=NO1 (configuration not stated),5,-2,6,-1,10,-7,1,7,-4
CCCC1=Nc2cc(C(=O)NCCCN3CCOCC3)ccc2Sc2ccccc21,-2,-2,5,4,8,-8,-1,2,18

From PubChem BioAssay

The list is partial; rates above refer to the full screens.
